Source: PubChem (Southern Research Specialized Biocontainment Screening Center)
VEEV TC-83 Vero = inhibitors of VEEV TC-83 cytopathic effect, confirmation, Vero cells (AID 588727); Vero cells, VEEV TC-83 cytopathic effect inhibition; higher % means a stronger effect; one-dose inhibition, % at 20 µM; IC50 in µM for titrated hits; 350,000 compounds, 0.13% hits; in the data active means a potency from the dose series; inconclusive means inhibition mostly from about 14% at the one dose, without a potency; inactive means the rest, 99 in 100 with inhibition below about 12%; further: strong numbers were not always called active
influenza NS1A = H1N1 influenza NS1A inhibitors, functional cell based assay (AID 504329); inhibition, % at 12.5 µM; hits with a dose series show IC50 in µM; 340,000 compounds, 0.3% hits; NS1A functional cell-based assay, percent inhibition; higher % means a stronger effect; in the data active means a potency from the dose series; inconclusive means inhibition above about 27% without an active follow-up result; further: strong numbers were not always called active
Salmonella PhoP GFP = PhoP regulon inhibitors, Salmonella typhi PhoP promoter GFP reporter, confirmatory (AID 1850); Salmonella Typhi PhoP-promoter GFP reporter, fluorescence, 4 h; higher % means a stronger effect; one-dose inhibition, % at 50 µM; IC50 in µM for titrated hits; 310,000 compounds, 0.33% hits; in the data active means a potency from the dose series; inconclusive means inhibition mostly from about 25% at the one dose, without a potency; inactive means the rest, 99 in 100 with inhibition below about 19%;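 further: 0% = induced wells with vehicle and 100% = uninduced wells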
M. tuberculosis HTS = M. tuberculosis growth inhibition, HTS (AID 449762). 330,000 compounds, 0.59% hits. M. tuberculosis H37Rv growth inhibition, 7H9 media; higher % means a stronger effect. inhibition, % at 25 µM; hits with a dose series show IC50 in µM; in the data active means a potency from the dose series; inconclusive means inhibition above about 70% without an active follow-up result;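 further: bacterial growth assessed after seven days of incubation; strong numbers were not always called active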
M. tuberculosis = growth inhibition of non-replicating M. tuberculosis (AID 488890) | Mycobacterium tuberculosis non-replicating, growth inhibition; higher % means a stronger effect | 320,000 compounds, 0.39% hits | inhibition, % at 25 µM; hits with a dose series show IC50 in µM; in the data active means a potency from the dose series; inconclusive means inhibition mostly from about 82% at the one dose, without a potency; inactive means the rest, 99 in 100 with inhibition below about 76%;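 further: plate controls were DMSO cells for no effect and high antibiotic wells for full effect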
VEEV TC-83 Vero 10K pilot screen = further read-out of VEEV TC-83 Vero, marked with its call; inhibition, %; measured here: 10K pilot screen inhibition
Numbers without * were called inactive; i = inactive; ? = inconclusive; · = no result given.

SMILES	VEEV TC-83 Vero	influenza NS1A	Salmonella PhoP GFP	M. tuberculosis HTS	M. tuberculosis	others
CCOC(=O)c1cnn(Cc2ccc(C)cc2)c1N	4.6%	2%	-5%	-3%	56%
COc1ccccc1-n1c(SCC(=O)Nc2cc(C)on2)nc2c(c1=O)SCC2	0.8%	-2%	-7%	-6%	4%
Cc1ccc(C(=O)N/C(=C\c2cccs2)C(=O)NCCc2ccccn2)cc1C	0.1%	3%	11%	-5%	2%
COc1cccc(CN2CCN(CCc3ccccc3)C(CCO)C2)c1OC (stereo not given)	0.3%	-2%	-8%	-1%	17%
COC(=O)C(CCSC)NC(=O)c1cc2c(n(-c3ccccc3)c1=O)CC(C)(C)CC2=O (stereo not given)	2.2%	-3%	-3%	1%	-7%
O=C(CN1C(=O)NC2(CCCC2)C1=O)Nc1ccc(OC(F)(F)F)cc1	0.3%	-6%	6%	-5%	-1%
Cc1cc(C)c(S(=O)(=O)Nc2ccc3[nH]c(=O)[nH]c3c2)c(C)c1	0.6%	4%	7%	-2%	-3%
O=C(COC(=O)c1ccc(Cl)cc1O)Nc1cccnc1Cl	1.1%	3%	-3%	-3%	68%
CC12CCCC(CC(=O)O)(C1)NC(=O)C2 (stereo not given)	i	0%	·	·	·
Clc1ccc(OCCCc2nc(-c3ccncc3)no2)c(Cl)c1	i	2%	4%	?	23%
CN(Cc1ccccc1)c1ccc(C(CC(N)=O)NC(=O)c2ccccc2)cc1[N+](=O)[O-] (stereo not given)	1.7%	14%	9%	0%	13%
COc1ccc(OC)c(S(=O)(=O)N2CCN(Cc3ccccc3)CC2)c1	i	3%	-1%	-4%	-25%
COc1ccc(OC2C(=O)N(Cc3ccc(F)cc3)C2c2cc(OC)c(OC)c(OC)c2)cc1 (stereo not given)	1.3%	2%	-20%	20%	7%
O=C(c1ccco1)N1CCN(c2ncnc3c(-c4ccccc4)nsc23)CC1	6.7%	-3%	2%	4%	1%
COc1ccc([C@H]2CC(=O)C=C(c3ccnc4ccc(Cl)cc34)C2)cc1	2.5%	5%	·	28%	50%
COc1cc(C(=O)OCC(=O)N2CCCC2)cc2c1OCCO2	0.6%	-8%	·	11%	-6%
COc1ccccc1C1=CN(Cc2ccccc2)CCC1=O	0.4%	-12%	·	-3%	-5%
O=C(CN1C(=O)c2ccccc2C1=O)N1CCN(c2nnc(-c3ccccc3)c3ccccc23)CC1	3.7%	-3%	2%	8%	4%
COc1ccc(-c2csc(NC(=O)CSc3ccc(Br)cc3)n2)c(OC)c1	0.5%	3%	-17%	11%	78%
COc1ccccc1N1CCN(C(=O)C2CCCN(S(=O)(=O)c3ccc4c(c3)oc(=O)n4C)C2)CC1 (stereo not given)	1.0%	-2%	-1%	4%	-2%
O=c1c2ccccc2nc(-c2ccccc2)n1-n1cccc1	0.3%	3%	11%	-7%	-11%
COc1cc(OC)cc(C(=O)Nc2cccc(NC(=O)c3cc(OC)cc(OC)c3)n2)c1	10%	-1%	9%	0%	-25%
CNc1ccc(Cl)cc1C(N)=O	i	2%	-20%	-8%	-12%
CCc1ccc(CN2CCCC(CNC(=O)c3cccc(OC)c3OC)C2)cc1 (stereo not given)	i	-2%	-6%	0%	-1%
CSc1ncc(CN2CCCC(C(=O)c3ccc(C(C)(C)C)cc3)C2)cn1 (stereo not given)	i	9%	-8%	70%	?
Cc1ccc(NC(=O)CCC(=O)OCC(=O)c2ccc(Oc3ccc([N+](=O)[O-])cc3)cc2)c(C)c1	i	-25%	4%	0%	23%
COc1ccc(-n2c(O)c(C(C)=NCC3CCCO3)c(=O)[nH]c2=O)cc1 (stereo not given)	1.3%	1%	-3%	0%	0%
N/C(=N\OC(=O)CC1CCCCC1)c1ccc(Cl)cc1	i	0%	-1%	6%	?
CC(=O)Nc1ccc(S(=O)(=O)N2CCCN(S(=O)(=O)c3ccc(NC(C)=O)cc3)CC2)cc1	1.5%	10%	1%	-3%	8%	VEEV TC-83 Vero 10K pilot screen=0.1
CCOC(=O)c1ccc(N2C(=O)c3n[nH]c(C)c3C2c2ccc(OC)cc2OC)cc1 (stereo not given)	i	8%	6%	-5%	13%
O=C(NCc1cccc(C(F)(F)F)c1)c1ccc2c(c1)OCCO2	i	10%	17%	4%	2%
CS(=O)(=O)N1CCN(c2ccnc3cc(Cl)ccc23)CC1	0.7%	0%	-14%	-5%	0%
Cc1ccc(S(=O)(=O)NC(C)C(=O)N2CCOCCOCCOCCOCC2)cc1 (stereo not given)	i	7%	1%	-12%	-4%
Cc1ccc(NC(=O)Cn2c(O)c(N=NC(=O)c3cc([N+](=O)[O-])ccc3O)c3ccccc32)cc1	·	·	3%	3%	7%
COc1ccc(-c2c(O)c(C#N)c(-c3ccccc3)n(-c3ccc(OC)cc3)c2=O)cc1	0.7%	-5%	-4%	-13%	0%
O=C(CSc1nnc(Cc2ccccc2)n1-c1ccccc1)NNC(=O)Cc1ccccc1	1.5%	-7%	-5%	-5%	-3%
CCCCc1nnc(SCCSc2nnc(CCCC)n2N)n1N	2.6%	-12%	-10%	-11%	6%
CCn1c(=O)n(-c2ccc(Cl)cc2)c(=O)c2c3c(sc21)COC(C)(C)C3	3.8%	-5%	-2%	1%	6%
Cn1c(=O)c2c(nc(NCCNC(=O)c3ccco3)n2Cc2ccc(Cl)cc2Cl)n(C)c1=O	i	-1%	-8%	-1%	16%
Cc1cccc(Nc2cc(=O)[nH]c(=O)[nH]2)c1	0.7%	-8%	-3%	6%	15%
O=C(Nc1ccc(-c2nc3cc(Cl)ccc3o2)cc1)C1CCCO1 (stereo not given)	9.7%	2%	0%	-17%	3%
COc1cccc(Nc2nc(C)nc3c2oc2ccccc23)c1	7.8%	-3%	5%	58%	38%
CC(=O)N(C1=NCCCS1)c1ccccc1F	1.2%	0%	1%	-1%	13%	VEEV TC-83 Vero 10K pilot screen=1.6
CC(=O)c1c(O)n(C2CCCCCC2)c(=O)[nH]c1=O	2.6%	12%	0%	-4%	60%	VEEV TC-83 Vero 10K pilot screen=0.9
O=S(=O)(/N=C(/Nc1nc2ccccc2s1)c1ccccc1)c1ccc(F)cc1	0.6%	0%	·	·	·
Cc1cc(C)n(CCc2nc(-c3ccco3)cs2)n1	3.1%	2%	-6%	15%	42%
O=C(CSc1nnc(C2CC2)n1Cc1ccco1)NCC(F)(F)F	i	1%	5%	0%	2%
O=C(c1cccc(C(F)(F)F)c1)N1CCC(O)(CS(=O)(=O)Cc2ccccc2)CC1	1.9%	1%	3%	-3%	-9%
COc1ccccc1OCc1ccc(C(=O)N2CCOCC2)o1	i	-2%	3%	0%	1%
CCOC(=O)c1ccc(N/C=C2\CCCCC2=O)cc1	5.0%	7%	-10%	?	79%
COC(=O)CCCNC(=O)c1ccc2nc(Cc3ccc(OC)cc3)oc2c1	1.9%	-5%	2%	-3%	17%
O=C(CNc1ccc(F)cc1)N/N=C/c1c(O)ccc2ccccc12	11%	21%	0%	8%	-8%
Nc1ccccc1C(=O)OCC(=O)c1ccc2c(c1)OCCO2	0.9%	-2%	-8%	1%	-3%
Cc1ccc(NC(=O)C(C)OC(=O)CCN=C2NS(=O)(=O)c3ccccc32)cc1 (stereo not given)	0.9%	-3%	0%	-10%	-16%
CN(C(=O)COC(=O)c1ccc2c(c1)OCO2)c1c(N)n(Cc2ccccc2)c(=O)[nH]c1=O	1.9%	-12%	-6%	-2%	-6%
COCCOCCn1cnc2ccccc21	0.4%	-4%	-6%	-5%	-7%	VEEV TC-83 Vero 10K pilot screen=0.4
Cc1cccc(-n2c(CNC(=O)c3ccccc3)nnc2SCC(=O)Nc2nccs2)c1	0.7%	-8%	-5%	5%	-9%
O=C(CSc1nnc(-c2n[nH]c3ccccc23)n1-c1ccccc1)Nc1ccccc1Cl	10%	1%	6%	18%	55%
CCN(CC)c1ccc(/C=C2\CCC(/C=C(\C#N)C(=O)Nc3ccccc3F)=C2N2CCOCC2)cc1	0.4%	-1%	·	·	·	VEEV TC-83 Vero 10K pilot screen=2.3
CCc1cc2c(SCC(=O)O)ncnc2s1	i	19%	4%	0%	4%
Continued.
SMILES	VEEV TC-83 Vero	influenza NS1A	Salmonella PhoP GFP	M. tuberculosis HTS	M. tuberculosis	others
CCOC(=O)C1=C(C)OC(N)=C(C#N)C1c1ccc(O)c(OC)c1 (stereo not given)	6.6%	10%	-1%	-7%	-4%
N#Cc1ccsc1NC(=O)CN1CCN(c2ccccn2)CC1	1.1%	11%	-4%	-6%	0%
CCOC(=O)C1CCN(C(=O)Cc2c(C(=O)O)n(CC)c3ccccc23)CC1	0.5%	-1%	-3%	-1%	-7%
NS(=O)(=O)c1ccc(CCNC(=O)CN2CCN(c3cccc(Cl)c3)CC2)cc1	0.8%	-5%	0%	-2%	16%
COCCNC(=O)c1c(NC(=O)c2ccco2)n(Cc2ccccc2)c2nc3ccccc3nc12	7.1%	-21%	-18%	7%	48%
CC(=O)Nc1ccc(S(=O)(=O)N2CCCN(S(=O)(=O)c3ccc(C)cc3)CC2)cc1	i	9%	7%	3%	17%
CCOC(=O)Cc1c(C)nc(Cc2ccc(OC(C)C)cc2)[nH]c1=O	1.5%	13%	12%	-7%	-5%
CCCn1nc(C(=O)OCC(=O)Nc2ncc(Cl)c(C)c2Cl)c2ccccc2c1=O	0.5%	0%	-9%	1%	-5%
CN(C)CCOC(=O)COc1ccc(Cl)cc1	i	-1%	-1%	2%	8%
O=C(Nc1ccccc1F)c1ccco1	0.7%	1%	1%	-4%	-1%
COc1cc(C(=O)NCc2ccc3c(c2)OCO3)c([N+](=O)[O-])cc1OC	0.3%	-2%	-4%	-2%	10%
CC(C)Cc1nnc(NC(=O)c2cc(-c3ccccc3)nc3ccccc23)s1	1.4%	-2%	2%	-2%	19%	VEEV TC-83 Vero 10K pilot screen=3.9
CCn1cc(C=C2C(=O)N(C)C(=O)N(C)C2=O)c2ccccc21	0.5%	-1%	6%	3%	-5%
Cc1nn(CCCC(=O)NCc2ccco2)c(=O)c2nn(-c3ccccc3)c(C)c12	1.0%	2%	10%	3%	-15%
O=C(NCC12CC3CC(C1)CC(CNC(=O)N1CCCC1)(C3)C2)N1CCCC1	1.4%	6%	-9%	-5%	18%
CC(=O)NCCc1ccc(S(=O)(=O)NC2OC(=O)c3ccccc32)cc1 (stereo not given)	1.9%	2%	13%	0%	-5%

Ordered by formula weight (smallest number first): some entries from above
SMILES	VEEV TC-83 Vero	influenza NS1A	Salmonella PhoP GFP	M. tuberculosis HTS	M. tuberculosis	others
O=C(Nc1ccccc1F)c1ccco1	0.7%	1%	1%	-4%	-1%
CCc1cc2c(SCC(=O)O)ncnc2s1	i	19%	4%	0%	4%
CN(C)CCOC(=O)COc1ccc(Cl)cc1	i	-1%	-1%	2%	8%
N#Cc1ccsc1NC(=O)CN1CCN(c2ccccn2)CC1	1.1%	11%	-4%	-6%	0%
CCOC(=O)C1=C(C)OC(N)=C(C#N)C1c1ccc(O)c(OC)c1 (stereo not given)	6.6%	10%	-1%	-7%	-4%
CCOC(=O)Cc1c(C)nc(Cc2ccc(OC(C)C)cc2)[nH]c1=O	1.5%	13%	12%	-7%	-5%
COc1cc(C(=O)NCc2ccc3c(c2)OCO3)c([N+](=O)[O-])cc1OC	0.3%	-2%	-4%	-2%	10%
CC(=O)NCCc1ccc(S(=O)(=O)NC2OC(=O)c3ccccc32)cc1 (stereo not given)	1.9%	2%	13%	0%	-5%
CCOC(=O)C1CCN(C(=O)Cc2c(C(=O)O)n(CC)c3ccccc23)CC1	0.5%	-1%	-3%	-1%	-7%
CC(C)Cc1nnc(NC(=O)c2cc(-c3ccccc3)nc3ccccc23)s1	1.4%	-2%	2%	-2%	19%	VEEV TC-83 Vero 10K pilot screen=3.9
O=C(NCC12CC3CC(C1)CC(CNC(=O)N1CCCC1)(C3)C2)N1CCCC1	1.4%	6%	-9%	-5%	18%
Cc1nn(CCCC(=O)NCc2ccco2)c(=O)c2nn(-c3ccccc3)c(C)c12	1.0%	2%	10%	3%	-15%
CCCn1nc(C(=O)OCC(=O)Nc2ncc(Cl)c(C)c2Cl)c2ccccc2c1=O	0.5%	0%	-9%	1%	-5%
CC(=O)Nc1ccc(S(=O)(=O)N2CCCN(S(=O)(=O)c3ccc(C)cc3)CC2)cc1	i	9%	7%	3%	17%
CCN(CC)c1ccc(/C=C2\CCC(/C=C(\C#N)C(=O)Nc3ccccc3F)=C2N2CCOCC2)cc1	0.4%	-1%	·	·	·	VEEV TC-83 Vero 10K pilot screen=2.3
